S3 lipid droplet – qHTS Assay for Lipid Storage Modulators in Drosophila S3 Cells | AID 2685 | Drosophila S3 cells, BODIPY lipid droplet fluorescence, 18-24 h; cells fed with added oleic acid | lipid storage change, negative = inhibition, % at the top dose, mostly 46.1 µM; hits show Potency in µM | 320,000 tested, 0.64% active; active = well fitted inhibition curve with a large enough effect in the signal ratio, with a control signal flat, not every such curve was filed as active; inconclusive = small, poorly fitted or top-dose-only effect, or effect the other way, or a change in a side signal; the % refers to the signal ratio
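Laser-scanning cytometry quantifies lipid droplet accumulation (500–530 nm total intensity; droplet/cell object ratio) in oleic acid-fed (400 uM added) Drosophila S3 cells treated with a concentration series. 20 uM Triacsin C defined 100% inhibition.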
S3 lipid droplet cell count max – also measured in S3 lipid droplet; calls as there; cell number change, %; measured here: cell count max response;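 cells counted by Cell Tracker Red CMTPX staining in the red channel; peak over a dose series mostly up to 46.1 µM; percent activity relative to internal control wells on each plate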
Starred values were filed as active, the others as inactive; i = inactive; ? = inconclusive; . = not tested or not shown. % is scaled to controls: 0 for no effect and ±100 for the full control effect; potency is read from the fitted curve at half-maximal effect.

SMILES | S3 lipid droplet | S3 lipid droplet cell count max
CCCc1c(C(=O)OCC)[nH]c2c1C(=O)CCC2 | ? | .
COc1ccc([N+](=O)[O-])cc1NCC(=O)Nc1cc(S(=O)(=O)N2CCCCC2)ccc1C | 16.4µM* | -23.1*
COC(=O)c1ccccc1NC(=O)N[C@@H](C)C(=O)OC | i | 24.2
COCCNC(=O)CSc1nnc(-c2ccccc2)c(-c2ccccc2)n1 | i | .
CC(C)(C)CC(=O)OCC(=O)Nc1cc(C(C)(C)C)nn1-c1ccccc1 | i | 20.5
O=[N+]([O-])c1ccc(CN2CCCCCC2)cc1 | i | 28.7
Cc1csc(=O)n1CC(=O)OCC(=O)c1ccc(Br)cc1 | i | .
O=C(NC1CSCC1OC(=O)c1ccccc1)c1ccccc1 (stereo not drawn) | ? | .
COc1cccc(C(=O)COc2ccc3c(C)cc(=O)oc3c2)c1 | ? | .
O=C(CSc1nnnn1C1CCCC1)c1ccc2c(c1)OCCO2 | ? | .
CCCCc1ccc(-c2nc(N)n[nH]2)cc1 | ? | .
CCN(CC)c1ccc(S(=O)(=O)N2CCOCC2)cc1NC(=O)CSc1cccc[n+]1[O-] | ? | .

Single values from the entries so far:
COc1ccc([N+](=O)[O-])cc1NCC(=O)Nc1cc(S(=O)(=O)N2CCCCC2)ccc1C in S3 lipid droplet cell count max reads -23.1*
COC(=O)c1ccccc1NC(=O)N[C@@H](C)C(=O)OC in S3 lipid droplet cell count max reads 24.2
CC(C)(C)CC(=O)OCC(=O)Nc1cc(C(C)(C)C)nn1-c1ccccc1 in S3 lipid droplet cell count max reads 20.5

New compounds follow
SMILES | S3 lipid droplet | S3 lipid droplet cell count max
C=CCn1c(SCC(=O)Nc2ccc(OC)cc2)nc2c([nH]c3ccccc32)c1=O | -15.4% | .
CN(C)S(=O)(=O)c1ccc(C(=O)NCCN2C(=O)S/C(=C\c3cccnc3)C2=O)cc1 | ? | .
CCc1cc(=O)oc2c(C)c(O[C@@H]3O[C@H](CO)[C@@H](O)[C@H](O)[C@H]3O)ccc12 | ? | .
CC1=NN(/C(=N\c2nnc(C)s2)Nc2ccc(C)cc2)[C@H](c2ccc(C)cc2)S1 | 10.7% | -1.9
COc1cccc(-n2ccnc2SCC(=O)Nc2ccccc2F)c1 | 4.8% | 6.5
COc1ccc(N/C=C2\CCc3ccccc3C2=O)cc1 | ? | .
CCC(c1nnc(SCC(=O)Nc2cccnc2Cl)n1-c1ccccc1)N(C)C (stereo not drawn) | ? | .
Cc1cc(OC(C)C(=O)Nc2ccncc2)ccc1Cl (stereo not drawn) | ? | .
COCCn1nnnc1C(C(C)C)N1CCSCC1 (stereo not drawn) | i | -22.5
COc1ccc(Cl)cc1N(CC(=O)N1CCCC1)S(=O)(=O)c1ccc(C)cc1 | ? | .
O=C(CSc1nccn1Cc1ccccc1)Nc1nccs1 | ? | .
CC(=O)Nc1cc(-c2ccc(Cl)cc2)nn1-c1ccccc1 | -7.1% | -21.5
CCOC(=O)/C(C#N)=C1/C=C(C)c2ccccc2N1 | ? | .
Cc1[nH]c2ccccc2c1/C=C(\C#N)S(=O)(=O)c1ccccc1 | ? | .
COc1ccc(NC(=O)c2sccc2C)cn1 | 2.4% | 19.4
O=C(CSc1nnc(NC2CCCCC2)s1)NN1C(=O)NC2(CCCCC2)C1=O | 5.6% | 8.8
Cc1ccc(Cl)cc1NC(=S)N(CCCN1CCN(C)CC1)Cc1cccs1 | ? | .
COc1ccc(C2=C(c3ccc([N+](=O)[O-])cc3)C(=O)OC2)cc1 | ? | .
CC(=O)c1cn(CC(=O)Nc2ccccc2F)c2ccccc12 | ? | .
Cc1ccc(NC(=S)N2CCCCC2)cc1C | 2.1% | 6.8
COC(=O)c1ccc(C(=O)NC2CC(C)(C)Cc3c2cnn3-c2ccc(F)cc2)nc1 (stereo not drawn) | -16.5% | 12.3
Cc1c(NC(=O)c2cc(=O)[nH]c3ccccc23)c(=O)n(-c2ccccc2)n1C | ? | .
Cc1noc(C)c1COc1ccc(C(=O)N2CCC(C)CC2)cc1 | -7.6% | -15.2
COc1ccc(NC(=O)CSCC(=O)N(C)Cc2ccc(Cl)c(Cl)c2)cc1 | ? | .
O=C(O)CC(CP(=O)(c1ccccc1)c1ccccc1)C(=O)O (stereo not drawn) | ? | .
O=C(c1cccc(Cl)c1)N1CCN(CCCc2ccccc2)CC1 | ? | .
CCn1ncc2c1C(=O)NC1c3ccccc3C(=O)N21 (stereo not drawn) | 8.5% | -0.5
O=C(Nc1cccc(S(=O)(=O)NC2=NCCC2)c1)c1cc(=O)[nH]c2ccccc12 | -0.2% | -1.5
O=C(OCC(=O)N1CCCC1)c1c(Cl)cccc1Cl | ? | .
Cc1ccc(NC(=S)Nc2cccc3cnccc23)cc1 | ? | .
COc1ccc(OCCC(=O)Nc2nccs2)cc1 | ? | .
Cc1c(C(=O)Nc2ccc(F)cc2)oc2ccc(S(=O)(=O)N3CC(C)CC(C)C3)cc12 (stereo not drawn) | ? | .
COCCCNC(=S)N1CCN(c2nc(C)nc3sc4c(c23)CCCC4)CC1 | ? | .
CCc1ccc(NS(=O)(=O)c2ccc(OC)c3ncccc23)cc1 | 4.2% | 5.2
C=CCNC(=O)c1c(O)c2cccc3c2n(c1=O)CCC3 | 17.5% | 5.8
CCc1c(C)[nH]c2nc3ccccc3n2c1=O | i | .
CCc1nc(SCC(=O)NCCc2ccccc2)n[nH]1 | -5.1% | -0.3
FC(F)(F)C(F)(F)c1nnc2ccc(-n3ccnc3)nn12 | ? | .
CCc1nc(N2CCCCC2C)c2oc3ccccc3c2n1 (stereo not drawn) | ? | .
CCCC(=O)NC(Nc1ccc(S(=O)(=O)Nc2ncccn2)cc1)(C(=O)OCC)C(F)(F)F (stereo not drawn) | ? | .
O=C(NC(c1ccc(Cl)cc1)c1c(O)ccc2ccccc12)c1ccccc1 (stereo not drawn) | ? | .
Cc1c(CCO)c(=O)n2c([nH]c3ccccc32)c1C#N | -3.2% | 7.8
CCN1C(=O)C(CC(=O)Nc2ccc(OC)cc2)N(CCc2ccc(OC)cc2)C1=S (stereo not drawn) | ? | .
Cc1ccc(C)c(NC(=O)c2cc(-c3ccccc3)nn2-c2ccccc2)c1 | -9.3% | 18.9
CCOCCOCCC(C(=O)OCC)P(=O)(c1ccccc1)c1ccccc1 (stereo not drawn) | ? | .
COc1cccc(CNC(=O)C2CCN(c3nnc(N4CCCC4=O)s3)CC2)c1 | 3.4% | 6.6
CCSc1nc2ccccc2n1C(=O)c1ccc(S(=O)(=O)N2CCCCCC2)cc1 | -0.8% | 27.1
CCOC(=O)c1nc(Nc2ccccc2C)c2ccccc2n1 | 3.3% | 16.3
Cn1c(NN)nc2sc3c(c2c1=O)CC(C)(C)OC3 | ? | .
CCN(CC(=O)NCc1ccc(Cl)cc1)CC(=O)NC1(C#N)CCCC1 | ? | .
O=C(Nc1ccc(OC(F)(F)F)cc1)NC1CCC(Oc2ccc(C(=O)O)cc2)CC1 (stereo not drawn) | ? | .
O=C(CSc1nncs1)Nc1cccc2ccccc12 | ? | .
COc1ccc(-n2c(=S)[nH]c3cc(C(=O)Nc4cccc(C)c4)ccc3c2=O)cc1 | 11.9% | 2.8
CCOC(=O)C1CCN(C(=O)CNC(=O)c2nn(-c3ccc(OC)cc3)c(=O)c3ccccc23)CC1 | ? | .
Cc1cccn2c(=O)c3cc(C(=O)NC4CCCCCC4)sc3nc12 | ? | .
COc1cc(CN2CCCC(N3CCc4ccccc4C3)C2)c(Cl)cc1O (stereo not drawn) | i | -2.7
O=C(CN(Cc1ccccc1)S(=O)(=O)c1ccc2c(c1)OCCO2)Nc1ccc2c(c1)OCCO2 | i | .
CCOC(=O)C1(CCc2ccccc2)CCN(C(=O)CN2C(=O)CSC2=O)CC1 | ? | .
Cc1cc(SCC(=O)Nc2c(C)n(C)n(-c3ccccc3)c2=O)nc2ccccc12 | ? | .
CCCC(=O)Nc1ccc(Oc2ccc(NC(=O)CCC)cc2)cc1 | 14.6% | 11.6
Later entries.
SMILES | S3 lipid droplet | S3 lipid droplet cell count max
Cc1ccccc1Oc1nc2c(C)cccn2c(=O)c1/C=C(\C#N)C(=O)Nc1c(C)n(C)n(-c2ccccc2)c1=O | -18.1% | -14.7
Cc1nn(CC(=O)Nc2ccncc2)c(C)c1[N+](=O)[O-] | 12.2% | .
O=C(Nc1ccccc1)C1CCCN1C(=O)NCc1ccccc1 (stereo not drawn) | -38.0% | .
CC(C)c1ccc(NC(=O)NN2CCOCC2)cc1 | 0.4% | 8.9
C=CCNc1nc(NCCN2CCOCC2)nc(N2CCOCC2)n1 | ? | .
COC(=O)c1ccc(NC(=O)CSc2nnnn2C2CCCCC2)cc1 | -1.8% | .
COc1ccc(C2COC(=O)C2=N)c(NC(=O)c2ccc(Cl)cc2)c1 (stereo not drawn) | -8.5% | 5.0
COc1cccc(CNC(=O)CCC2CCCN(C(=O)c3ccc(OC)o3)C2)c1 (stereo not drawn) | -16.4% | -12.7
CCCN(CC1CCCO1)C(=O)CCc1nnc(-c2cc(C)on2)o1 (stereo not drawn) | 5.4% | .
COC(=O)c1ccccc1NC(=O)CSc1nnc(C(CO)NC(=O)c2ccccc2Cl)n1C (stereo not drawn) | ? | .
FC(F)(F)c1ccc(CSc2nccn2-c2ccccc2)cc1 | ? | .
O=C(O)C1CCN(C(=O)CSc2nc3ccccc3c(=O)n2-c2ccc(Cl)cc2)CC1 | ? | .

Grouped by structure: the entries above with a nitro group on carbon (four)
SMILES | S3 lipid droplet | S3 lipid droplet cell count max
COc1ccc([N+](=O)[O-])cc1NCC(=O)Nc1cc(S(=O)(=O)N2CCCCC2)ccc1C | 16.4µM* | -23.1*
O=[N+]([O-])c1ccc(CN2CCCCCC2)cc1 | i | 28.7
COc1ccc(C2=C(c3ccc([N+](=O)[O-])cc3)C(=O)OC2)cc1 | ? | .
Cc1nn(CC(=O)Nc2ccncc2)c(C)c1[N+](=O)[O-] | 12.2% | .

Four entries already listed, sorted by formula weight, lowest first.
SMILES | S3 lipid droplet | S3 lipid droplet cell count max
C=CCNc1nc(NCCN2CCOCC2)nc(N2CCOCC2)n1 | ? | .
COc1ccc(C2COC(=O)C2=N)c(NC(=O)c2ccc(Cl)cc2)c1 (stereo not drawn) | -8.5% | 5.0
COc1cccc(CNC(=O)CCC2CCCN(C(=O)c3ccc(OC)o3)C2)c1 (stereo not drawn) | -16.4% | -12.7
O=C(O)C1CCN(C(=O)CSc2nc3ccccc3c(=O)n2-c2ccc(Cl)cc2)CC1 | ? | .

Remaining list, next part:
SMILES | S3 lipid droplet | S3 lipid droplet cell count max
O=C(CSc1ncccn1)N1CCN(Cc2ccccc2)CC1 | -0.5% | 3.2
Clc1ccc(CON/C=N/c2ncnc3sccc23)c(Cl)c1 | ? | .
O=C(Nc1ccc(Cl)c(Cl)c1)N(CCCN1CCOCC1)Cc1cccnc1 | ? | .
C=CCn1c(=O)c(C(=O)Nc2ccccc2C)c(O)c2ccccc21 | 18.4µM* | -12.3*
O=C(OCC(=O)N(C1CCCCC1)C1CCCCC1)c1ccccc1O | 16.9% | 9.6
CCc1cc(=O)oc2cc3oc(C)c(C)c3cc12 | ? | .
N=c1n(CC(=O)c2ccc([N+](=O)[O-])cc2)c2ccccc2n1Cc1ccccc1 | -20.2% | -15.3
COCCNC(=O)C(c1ccc(F)cc1)N(C(=O)CCC(=O)Nc1ccccn1)c1ccc(C)cc1 (stereo not drawn) | ? | .
CC(C)Cc1nnc(NC(=O)C2CCCC2)s1 | ? | .
Cc1ccc(NC(=O)c2ccc(F)cc2)nc1 | 9.7% | .
Oc1ccc(Nc2nc3ccccc3nc2Nc2ccc(O)cc2)cc1 | ? | .
O=C(CCc1nc(-c2ccccc2F)no1)NCCN1CCOCC1 | ? | .
Cc1ccc(C2CC(=O)C(C=NCCN3CCN(C(=S)Nc4ccc(F)cc4)CC3)=C(O)C2)cc1 (stereo not drawn) | 0.4% | -10.3
CCCS(=O)(=O)c1c(S(=O)(=O)CCC)c2ccc(C(N)=O)cn2c1C(=O)c1ccccc1 | ? | .
C=CCc1c(C)nc(SC(C)C)[nH]c1=O | ? | .
Cc1cc(C)n(Cc2ccc(C(=O)O)o2)n1 | -1.0% | 9.1
COc1ccc(CNS(=O)(=O)c2csc(C(N)=O)c2)cc1OC | i | 25.4
Cc1ccc(S(=O)(=O)N(C)C)cc1NC(=O)COC(=O)CCNS(=O)(=O)c1ccccc1 | ? | .
COc1ccc(CNC(=S)Nc2ccccc2)cc1 | -15.5% | 4.5
CCCN(C(=O)COC(=O)c1nc2nc(C)cc(C)n2n1)C1CCS(=O)(=O)C1 (stereo not drawn) | -23.4% | 11.3
CNc1nc2[nH]c(=O)c3c(c2s1)OC(N)=C(C#N)C3c1ccccc1 (stereo not drawn) | ? | .
O=C1CN(S(=O)(=O)c2cccc(Cl)c2Cl)c2ccccc2N1 | ? | .
Cc1ccc(OCC(=O)N(c2ccccn2)C2CCCCC2)c(C)c1 | ? | .
CN(C)C1=NCCN1CCCCc1ccccc1 | ? | .
CC(=O)Nc1ccc(SCC(=O)Nc2cc(C)on2)cc1 | ? | .
COC(=O)c1c([N+](=O)[O-])c(OC)c(OC)c(OC)c1[N+](=O)[O-] | 7.0% | .
CCOc1ccc(Nc2nc(Cc3nnc(SCC(=O)NC4CCCCC4)n3C)cs2)cc1 | ? | .
CCOC(=O)N1CCN(C(=S)NC(=O)c2c(-c3c(Cl)cccc3Cl)noc2C)CC1 | ? | .
Cc1ccc(Cl)cc1N1CCN(Cc2nnnn2Cc2ccco2)CC1 | ? | .
O=C(c1cnn2c(C(F)(F)F)cc(-c3cccs3)nc12)N1CCCC1 | ? | .
COc1ccc(Cl)cc1C(=O)NCCCn1ccnc1 | ? | .
CCN(CC)c1ccc(-c2nc3cnccc3n2C)cc1 | ? | .

Source: PubChem (National Center for Advancing Translational Sciences (NCATS))

These rows are one share of the data; the hit share may differ from the screen's.
